# Source: PubChem BioAssay
# GC-B act: human GC-B receptor activators, primary screen, HEK293 GC-B cells, cGMP TR-FRET, EC30 CNP | Atrial natriuretic peptide receptor 2 (Homo sapiens), P20594 | 0% at EC30 CNP, 100% saturating CNP | activation, % at 10 µM | 0.11% of 370,000 active | AID 1920062, 2024;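 active = activation at 10 µM reaching about 35% in either raw or pattern-adjusted values, limit read from the data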
# Target sequence (P20594 whole entry, looked up): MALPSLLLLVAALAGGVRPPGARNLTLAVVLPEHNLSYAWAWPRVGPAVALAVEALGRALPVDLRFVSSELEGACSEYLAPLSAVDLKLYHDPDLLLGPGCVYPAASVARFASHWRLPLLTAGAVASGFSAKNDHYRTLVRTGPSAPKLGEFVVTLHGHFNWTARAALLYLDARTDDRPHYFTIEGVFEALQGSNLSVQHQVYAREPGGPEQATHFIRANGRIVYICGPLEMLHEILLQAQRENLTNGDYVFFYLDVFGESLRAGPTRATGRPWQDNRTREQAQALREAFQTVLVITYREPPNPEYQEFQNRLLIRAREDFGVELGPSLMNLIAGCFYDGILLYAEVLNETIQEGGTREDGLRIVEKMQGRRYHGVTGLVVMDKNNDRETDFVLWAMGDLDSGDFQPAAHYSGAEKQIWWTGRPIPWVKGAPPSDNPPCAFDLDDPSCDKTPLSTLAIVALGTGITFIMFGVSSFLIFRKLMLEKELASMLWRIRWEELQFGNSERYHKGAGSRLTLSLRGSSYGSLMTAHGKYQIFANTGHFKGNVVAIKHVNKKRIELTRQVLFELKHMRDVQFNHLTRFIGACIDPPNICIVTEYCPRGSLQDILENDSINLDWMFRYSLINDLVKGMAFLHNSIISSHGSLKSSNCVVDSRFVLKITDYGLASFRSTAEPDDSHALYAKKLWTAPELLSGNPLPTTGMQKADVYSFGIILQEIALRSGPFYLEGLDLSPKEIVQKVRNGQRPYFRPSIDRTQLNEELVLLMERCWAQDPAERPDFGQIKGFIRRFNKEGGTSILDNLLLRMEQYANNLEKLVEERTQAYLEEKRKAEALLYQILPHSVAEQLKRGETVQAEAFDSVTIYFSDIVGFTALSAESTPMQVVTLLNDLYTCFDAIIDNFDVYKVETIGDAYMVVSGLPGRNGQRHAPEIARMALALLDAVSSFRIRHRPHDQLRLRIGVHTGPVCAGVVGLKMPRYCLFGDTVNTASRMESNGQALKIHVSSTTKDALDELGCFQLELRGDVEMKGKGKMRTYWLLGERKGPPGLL
# GC-A act: GC-A stimulated cGMP production enhancers – HEK293 GC-A cells, cGMP TR-FRET, EC30 ANP, primary screen. Atrial natriuretic peptide receptor 1 (Homo sapiens), P16066. 0% at EC30 ANP, 100% saturating ANP. activation, % at 10 µM. 0.14% of 370,000 active. AID 1671463, 2021; in the data active = activation above about 40%
# GAA850 FXN act: FXN promoter activators, primary screen, cell-based, luciferase luminescence, HEK293 lucGAA850. HEK293 lucGAA850 FXN promoter luciferase reporter, 24 h; percent of 10 µM SAHA response. activation, % at 6 µM. 0.56% of 360,000 active;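 active = activation above the average of all compounds screened plus 3 SD, cutoff fixed separately per campaign, cut at about 7.5% in these data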;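 note: 0% = DMSO wells and 100% = 10 µM SAHA wells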
# ARFGAP1 inh: inhibitors of rat ARFGAP1 GAP activity, primary screen, biochemical, fluorescence polarization, GDP tracer; ADP-ribosylation factor GTPase-activating protein 1 (Rattus norvegicus), Q62848; Arfgap1-stimulated ARF1 GTP hydrolysis, GDP FP detection; inhibition, % at 16.5 µM; 0.26% of 360,000 active; AID 651572, 2012;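 active = inhibition above a per-plate limit, mean inhibition of low control wells plus 3 SD, cut at about 25% in these data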;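 note: 0% = DMSO wells with enzyme and 100% = wells lacking Arfgap1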
#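 Material: truncated rat Arfgap1 GAP domain; Incubation: compound-enzyme preincubation 20 min, reaction 120 min, detection 60 min, 25 °C; Read-out: percent inhibition of Arfgap1-stimulated GTP hydrolysis; Technique: FP, GDP Alexa 633 tracer displaced from anti-GDP antibody, 620/688 nm; Controls: No-Arfgap1 wells (100%) versus DMSO full-reaction wells (0%); Replication: single well per compound.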
# ASAP1 GAP inh: inhibitors of human ASAP1 ArfGAP activity, primary screen, biochemical, fluorescence polarization | ASAP1-stimulated ARF1 GTP hydrolysis, GDP FP detection | 0.19% of 360,000 active | inhibition, % at 16.5 µM | AID 624377, 2012; in the data active = inhibition above about 25%;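 note: 0% = vehicle with enzyme and substrate and 100% = no enzyme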
# ADAM10 inh: human ADAM10 inhibitors, primary screen, biochemical, QFRET, HTS; Disintegrin and metalloproteinase domain-containing protein 10 (Homo sapiens), O14672; 0.62% of 370,000 active; inhibition, % at 7 µM; recombinant ADAM10, EDANS/DABCYL FRET peptide cleavage, 3 h;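 active = inhibition above a per-campaign cutoff equal to the mean of compounds falling between control-based bounds plus 3 SD, cut at about 20% in these data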;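 note: 0% = DMSO wells while the 100% control is not disclosed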
# sPLA2-III inh: human group III sPLA2 inhibitors, primary screen, biochemical, QFRET, BODIPY PC-A2 liposome substrate; QFRET BODIPY PC-A2 liposome hydrolysis, fluorescence; inhibition, % at 12.2 µM; 0.56% of 370,000 active; AID 743126, 2013;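 active = inhibition above mean plus 3 SD of compounds lying within the high and low control bounds, cut at about 19% in these data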;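 note: 0% = median of test compound wells and 100% = no enzyme DMSO wells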
# Tn6 DDE FP: inhibitors of Tn6 peptide binding to fibrin DD(E), primary screen, biochemical, fluorescence polarization, human fibrin, Tn6 probe; Fibrinogen beta chain (Homo sapiens), P02675; Fibrin DD(E) TRITC-Tn6 fluorescence polarization displacement; inhibition, % at 8.3 µM; 0.21% of 370,000 active; AID 720509, 2013;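 active = inhibition above a per-campaign cutoff: mean of compounds within control limits plus 3 SD, cut at about 15% in these data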;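 note: 0% = median of all compound wells on the plate and 100% = blocking peptide control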
# proKLK7 act: proKLK7 zymogen activators, primary screen, biochemical, fluorescence intensity; purified proKLK7, EDANS-DABCYL substrate fluorescence; 100% is mature enzyme control, 0% vehicle; activation, % at 7 µM; 0.9% of 370,000 active; AID 652039, 2013;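 active = activation above the mean of all tested compounds plus 3 SD, computed per campaign excluding outliers beyond control limits, cut at about 13% in these data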
# rCAG binder: binders of r(CAG) RNA repeats, primary screen, biochemical, fluorescence; r(CAG) RNA repeat, TO-PRO-1 dye displacement fluorescence; inhibition, % at 3 µM; 1.3% of 370,000 active; AID 651821, 2012;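 active = inhibition above the plate cutoff, the mean of all test compounds on that plate plus 3 SD, cut at about 35% in these data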;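 note: 0% = DMSO alone and 100% = 100 µM mitoxantrone as full dye displacement; higher means more dye released from RNA so lower well fluorescence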
# Numbers without * were called inactive; i = inactive; . = not tested or not shown.
SMILES,GC-B act,GC-A act,GAA850 FXN act,ARFGAP1 inh,ASAP1 GAP inh,ADAM10 inh,sPLA2-III inh,Tn6 DDE FP,proKLK7 act,rCAG binder
O=S(=O)(NC12CC3CC(CC(C3)C1)C2)c1ccc(F)cc1,2,1,-1.3,-2,3,20,-1,-2,0.8,0
CCOc1cc(CN2CCCC(C(=O)c3cccc(C(F)(F)F)c3)C2)ccc1O (stereo not drawn),-4,3,2.2,5,-1,6,-24,1,0.1,-6
CCOc1cc(C2C(C(=O)OC)=CN(C3CCCC3)C=C2C(=O)OC)cc(Br)c1O,-7,-7,-0.9,-11,4,-43,-10,-6,-0.8,2
COc1ccc(OCC(=O)Nc2ccc(S(=O)(=O)N3CCOCC3)cc2)cc1,-4,2,-1.0,2,7,-7,-5,-3,0.0,3
CC(C)C[C@H](NC(=O)OC(C)(C)C)C(=O)N1CCC(C(=O)O)CC1,-3,1,-1.2,-10,8,4,7,-5,-0.3,2
CSCCC(N=CC1=C(O)CC(C)(C)CC1=O)C(=O)O (stereo not drawn),0,2,-1.9,-3,2,-1,-2,7,0.2,-3
COc1cc2c(cc1OC)C(C)N(C(=O)Cn1ncc3c1-c1cc(C)ccc1OC3)CC2 (stereo not drawn),1,0,-2.8,0,0,-8,-2,-5,-0.7,-3
CCN(Cc1ccncc1)Cc1ccc(Br)cc1,-2,-10,1.6,-3,-14,9,1,10,0.2,7
Cc1cccc(/C=N/n2c(C)cc(C)c(C#N)c2=O)c1,6,9,-1.4,-4,-10,-4,4,3,-1.0,5
CCN(CC)C(=O)CSc1nc2ccccc2c(=O)[nH]1,10,2,1.2,-5,3,-4,3,-1,0.3,0
CC(C)(CNS(=O)(=O)c1ccc(F)cc1)CNS(=O)(=O)c1ccc(F)cc1,9,6,-1.9,-2,5,-1,-15,-2,0.0,-1
CCCn1c(CCC(=O)O)nc2cc(S(=O)(=O)N3CCCC3)ccc21,2,-3,0.0,0,0,2,3,1,0.2,9
Cc1sc2ncn(-n3c(C)ccc3C)c(=O)c2c1C,0,-2,-1.1,6,4,3,-3,0,0.1,2
Cc1nn2cc(-c3ccc(Cl)cc3)nc2s1,-5,9,-1.1,8,8,5,1,-5,0.6,2
CC(=O)c1ccc(O)c(CO)c1,2,-3,0.8,4,2,-3,3,-3,-0.1,1
CC(C)[C@H](NC(=O)c1ccccc1F)C(=O)NCc1ccc(S(N)(=O)=O)cc1,-1,2,1.2,-9,-7,7,2,-2,-0.1,4
CCOC(=O)c1ccc(NC(=O)CSc2nnc(C)n2-c2ccccc2)cc1,3,-7,-4.7,5,12,9,-9,0,-0.4,-3
COc1ccc(CC(=O)NCC(=O)NCc2cc(=O)n(C)c(=O)n2C)cc1,4,1,0.8,2,3,-4,1,14,0.5,4
CCNC(=O)c1sc(-c2ccccc2)nc1C,2,4,2.4,2,-11,0,2,-4,0.2,-2
Cc1nc(N)sc1-c1csc(Nc2ncccn2)n1,-1,-1,2.9,-3,6,0,1,5,-1.2,17

# Laid out differently: results already given
smiles	GC-B act	GC-A act	GAA850 FXN act	ARFGAP1 inh	ASAP1 GAP inh	ADAM10 inh	sPLA2-III inh	Tn6 DDE FP	proKLK7 act	rCAG binder
Cc1cccc(/C=N/n2c(C)cc(C)c(C#N)c2=O)c1	6	9	-1.4	-4	-10	-4	4	3	-1.0	5
CCN(CC)C(=O)CSc1nc2ccccc2c(=O)[nH]1	10	2	1.2	-5	3	-4	3	-1	0.3	0
CC(C)(CNS(=O)(=O)c1ccc(F)cc1)CNS(=O)(=O)c1ccc(F)cc1	9	6	-1.9	-2	5	-1	-15	-2	0.0	-1

# Next part:
SMILES,GC-B act,GC-A act,GAA850 FXN act,ARFGAP1 inh,ASAP1 GAP inh,ADAM10 inh,sPLA2-III inh,Tn6 DDE FP,proKLK7 act,rCAG binder
Cc1ccccc1-n1ncc2c1CC(C)(C)CC2NC(=O)CCn1cncn1 (stereo not drawn),1,3,-2.3,3,1,-5,2,-14,-0.1,-5
Cc1cc(C(C)(C)C)cc(C)c1S(=O)(=O)N1CCN(C(=O)c2cc([N+](=O)[O-])c[nH]c2=O)CC1,3,3,-0.3,11,-4,12,-42,0,0.4,35*
COc1ccc(-c2ccc(C(=O)O)c(=O)[nH]2)cc1,-2,2,2.7,-1,-7,i,1,-1,1.4,0
COc1cccc(OCCOc2cccc(/C=N/n3cnnc3)c2)c1,-4,-1,1.7,8,10,5,4,3,0.0,-3
COCCNC(=S)N1CCN(c2cccc(C(F)(F)F)c2)CC1,-6,4,3.0,-3,6,-8,13,-1,0.2,-6
S=c1nc(-c2ccccc2Cl)n(Cc2cccnc2)c2c1CCCC2,1,6,2.2,0,-5,5,6,-5,-0.6,9
CCOC(=O)c1cnc(-n2nc(C)cc2C)nc1NNc1nc(C)cc(C)n1,0,2,1.6,6,-16,-2,10,-2,2.6,-2
Cc1ccc(N(CC(=O)NCc2ccncc2)S(C)(=O)=O)cc1Cl,4,-5,0.9,7,-1,-6,-2,-1,0.1,2
Nc1cc(C(F)(F)F)ccc1Nc1ccccc1,4,0,1.5,-8,-1,-12,4,0,0.2,-1
CCN(c1ccccc1)S(=O)(=O)c1ccc2[nH]cc(C(=O)NCCOC)c(=O)c2c1,3,8,-0.5,2,8,-9,6,-3,-0.3,5
O=C(Nc1cccc(-c2nnn(CC(=O)N3CCc4ccccc4C3)n2)c1)C1CCC1,-1,1,-2.0,11,-4,9,-13,-9,-0.1,0
c1ccc(CCc2nc(-c3ccc(-n4cccc4)cc3)no2)cc1,7,1,-0.6,-2,5,-3,-111,-3,-0.2,3
COc1ccc(-c2nc(N)n(C(=O)c3ccccc3Cl)n2)cc1,7,6,3.9,13,-2,-12,8,-4,0.0,-4
CC[C@@]1(C(=O)OC)N[C@H](CN(C)C(=O)NC(C)C)[C@@H]2C(=O)N(C)C(=O)[C@@H]21,3,2,0.7,-4,5,-16,2,0,0.3,0
CCC(=O)Nc1ccc(C(=O)CSc2nc3ccc(C)cc3[nH]2)cc1,-10,-11,1.4,9,5,1,-31,1,-0.9,11
CCOC(=O)Nc1ccc2c(c1)N(C(=O)N1CCN(C)CC1)c1ccccc1CC2,.,.,2.4,19,6,-11,10,-2,-0.5,-5
Cc1ccc(C)c(NC(=S)N2CCC(c3nc4ccccc4s3)CC2)c1,.,.,-3.2,8,7,2,8,3,0.8,2
COC(=O)[C@@]1(Sc2ccc(C)cc2)CC(=O)N(C(=O)c2ccccc2)[C@@H]1c1ccccc1,-2,-8,.,17,-10,-3,-16,2,-0.6,5
CCCCN(CC)C(=O)c1cccc(Cl)c1,3,-3,0.1,0,-12,-1,6,-4,-0.1,-4
CCOc1ccc(/C=N/NC(=O)c2cc(-c3cccn3C)n[nH]2)cc1,1,-1,3.4,9,19,-2,-8,-6,-0.3,0
CC(C)(C)OC(=O)NC(Cc1ccccc1)C(=O)O (stereo not drawn),-1,3,-1.7,10,-1,-1,-1,1,0.0,-1
CC(C)(C)c1cc(Cl)c(O)c(NC(=S)NC(=O)c2cccnc2)c1,0,2,-0.2,15,1,-3,25*,-8,0.5,8
COCCNC(=O)c1csc2c1CCCC2,1,-1,2.1,2,-3,8,2,1,-0.4,5
CC1=[N+](C)N(c2ccccc2)C(=O)C1N=Cc1c(Cl)cccc1Cl (stereo not drawn),4,6,-0.4,2,6,-5,-3,-1,-0.7,5
CC(C)n1c(=O)[nH]c2ccccc21,-1,-1,1.3,0,-5,3,4,-2,-0.7,0
CCOC(=O)/C(C#N)=C/c1ccc(-c2ccsc2C(=O)OC)o1,0,6,1.9,0,6,-8,1,-4,0.0,7
CC(c1ccccc1)C1CC(=O)N(CC(=O)O)C1=O (stereo not drawn),-1,0,1.7,2,-9,-4,12,-5,-0.1,-3
O=c1[nH]c(CN2CCN(c3ccc(O)cc3)CC2)nc2scc(-c3ccc(Cl)cc3)c12,3,6,-5.7,3,-7,5,-2,7,-0.7,10
CCC(C)Sc1nc(C)nc2c1c(=O)n(C)c(=O)n2C (stereo not drawn),3,6,1.8,-6,0,-1,3,6,0.6,2
Cc1ccccc1NC(=O)COc1cccc2c1CCNC2=O,-1,0,0.2,-8,1,-2,-1,8,0.1,0
CCOC(=O)c1c(CN(CC)CC)n(C)c2cc(Br)c(O)cc12,-9,-2,0.9,4,-9,4,-48,-7,-0.2,-6
Cc1ccc(F)c([C@H]2[C@H]3C=CC[C@@H](C)[C@@H]3C(=O)N2Cc2ccccc2)c1,-14,-12,-3.2,4,-5,15,5,6,0.6,-5
O=C(NCCc1ccccc1)OCc1cn(-c2ccc(Cl)cc2)nn1,7,2,.,.,.,8,5,4,-0.5,0
CCC1(c2ccc(F)cc2)NC(=O)N(CC(=O)Nc2cccc(S(=O)(=O)N3CCOCC3)c2)C1=O (stereo not drawn),6,-3,1.8,4,7,6,-13,5,-0.2,4
NC(=O)C1CCN(C(=O)COc2ccc3c4c(c(=O)oc3c2)CCCC4)CC1,0,-1,1.8,20,3,i,-3,0,-0.3,-3
O=C1Nc2ccc(F)cc2C12Nc1ccccc1-c1nnc(SCc3ccccc3)nc1O2 (stereo not drawn),-2,-5,1.1,3,-13,0,-1,2,-0.3,13
C[C@H](CO)N1C[C@H](C)[C@@H](CN(C)S(C)(=O)=O)Oc2c(NC(=O)Cc3ccccc3)cccc2C1=O,-8,2,-0.4,-1,-9,-10,6,3,0.1,1
COc1cc2[nH]c(=S)n(CCCN3CCOCC3)c(=O)c2cc1OC,2,4,-1.1,0,-2,10,4,-2,-0.1,0
CN(C(=O)c1ccc(Cl)c(S(=O)(=O)N2CCOCC2)c1)c1ccccc1C(=O)O,1,2,-1.3,-8,3,9,-3,2,-0.2,7
C/C=C/c1ccc(OCC(O)CNCC(c2ccc(OC)cc2)N(C)C)c(OC)c1 (stereo not drawn),-10,-1,-0.8,1,-11,-9,0,-7,-0.7,-4
COC(=O)c1cccc(C23CC4(C2)[C@H](CN(Cc2cccnc2)[C@@H]4c2ccccc2)C3c2ccc(C(F)(F)F)cc2)c1 (stereo partly drawn),-7,-7,.,2,-8,5,3,9,0.4,3
CCOC(=O)Cn1c(C(C)=O)nc2ccccc21,0,-2,0.0,8,10,-37,2,-8,0.6,2
Cc1c(-n2c(SCC(N)=O)nc3ccccc3c2=O)c(=O)n(-c2ccccc2)n1C,-3,-2,0.1,-15,-5,-5,-3,1,0.1,-2
Cc1oc(-c2ccc3c(c2)OCCO3)cc1C(=O)NC(CCC(=O)O)C(=O)O (stereo not drawn),4,0,0.2,9,-7,-1,-3,3,0.7,7

# Compounds as they come; about 4.5% have a hit in one of these screens.
